Assay outcomes from PubChem BioAssay.
OXTR agonist – human OXTR agonism | P30559 | CHO-OTR cells, Fluo-8 calcium fluorescence; normalized: DMSO 0%, oxytocin 100% | activation, % at 3 µM | 320,000 tested, 0.32% active | AID 2435;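 active means activation above the mean of all tested compounds plus 3 SD, cutoff set per screening run, cut at about 20% in these data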;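 further: peak over basal fluorescence ratio from a 100 s FLIPR kinetic read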
NALP1 yeast inh – blocks the NALP1 inflammasome reconstituted in yeast; S. cerevisiae NALP1/ASC/caspase-1 growth, X-gal OD620, 72 h; 280,000 tested, 0.61% active; inhibition, % at 10 µM; in the data active means inhibition mostly above about 24%, no sharp cut-off; inactive means mostly below about 32%; further: some compounds called inactive have numbers as strong as hits
MEKK2mut PB1 HTS – signal of MEK5 binding to mutant human MEKK2 PB1 domain | percent response, % at 10 µM | bead flow cytometry, Alexa488-MEK5 binding to MEKK2 mutant | 290,000 tested, 0.35% active | AID 1530; in the data active means percent response above about 24%, passing the limit was not always enough; further: inactives centre near 1; some results filed as inactive read as strong as hits; reference of the scale not given here
GalR3 antag – antagonists of human GalR3 | inhibition, % at 3 µM | O60755 | AID 651719 | 360,000 tested, 0.44% active | HEK293 GalR3-CNG cAMP membrane potential fluorescence; galR3 body fused to GalR1 C-terminus;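 active means inhibition above the screen-wide average plus 3 SD, cut at about 13% in these data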;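 further: forskolin and galanin both at EC90 stimulate the cells; cAMP rise reported by CNG channel membrane potential dye signal; 0% = forskolin plus galanin with DMSO and 100% = forskolin alone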
Target sequence (O60755 1-299 limits assumed): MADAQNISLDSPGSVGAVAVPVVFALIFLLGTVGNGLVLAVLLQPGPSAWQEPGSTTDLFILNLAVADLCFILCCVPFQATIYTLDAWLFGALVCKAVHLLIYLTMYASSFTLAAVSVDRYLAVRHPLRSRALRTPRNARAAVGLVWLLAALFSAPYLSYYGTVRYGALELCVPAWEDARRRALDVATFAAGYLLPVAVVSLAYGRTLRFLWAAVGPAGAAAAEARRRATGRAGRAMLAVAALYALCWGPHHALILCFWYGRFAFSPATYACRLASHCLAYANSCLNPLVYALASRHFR
V1R ag counter – activates human V1a receptor in oxytocin agonist counter-screen; P37288; CHO-V1R cells, Fluo-8 calcium fluorescence, agonist mode; 0% DMSO, 100% 3 nM vasopressin; activation, % at 3 µM; 320,000 tested, 0.25% active;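 active means activation above the mean activation of all tested compounds plus 3 SD, per screening run, cut at about 20% in these data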;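 further: signal is peak over basal fluorescence ratio across a 100 second FLIPR read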
GPR7 antag – human neuropeptides B/W receptor 1 antagonism; P48145; GPR7-expressing cells, fluorescence antagonist assay; inhibition, % at 4.4 µM; 290,000 tested, 1.1% active; in the data active means inhibition above about 16%, passing the limit was not always enough;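 further: cells stimulated with the agonist NPW; 0% = agonist with vehicle and 100% = vehicle without agonist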
Target sequence (P48145 whole entry, looked up): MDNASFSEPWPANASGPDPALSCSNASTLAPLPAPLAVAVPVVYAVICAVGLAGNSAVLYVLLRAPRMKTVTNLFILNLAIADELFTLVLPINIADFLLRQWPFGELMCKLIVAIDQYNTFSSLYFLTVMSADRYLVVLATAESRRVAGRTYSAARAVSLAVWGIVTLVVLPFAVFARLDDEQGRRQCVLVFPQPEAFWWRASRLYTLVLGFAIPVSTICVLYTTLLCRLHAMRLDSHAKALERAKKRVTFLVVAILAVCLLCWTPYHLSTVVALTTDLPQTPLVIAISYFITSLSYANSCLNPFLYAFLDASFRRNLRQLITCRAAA
PHOSPHO1 block – blocks human PHOSPHO1 phosphatase activity | recombinant PHOSPHO1, absorbance phosphatase assay | inhibition, % at 13.3 µM | 290,000 tested, 1.1% active | AID 1565; in the data active means inhibition above about 60%
Target sequence (Q8TCT1 whole entry, looked up): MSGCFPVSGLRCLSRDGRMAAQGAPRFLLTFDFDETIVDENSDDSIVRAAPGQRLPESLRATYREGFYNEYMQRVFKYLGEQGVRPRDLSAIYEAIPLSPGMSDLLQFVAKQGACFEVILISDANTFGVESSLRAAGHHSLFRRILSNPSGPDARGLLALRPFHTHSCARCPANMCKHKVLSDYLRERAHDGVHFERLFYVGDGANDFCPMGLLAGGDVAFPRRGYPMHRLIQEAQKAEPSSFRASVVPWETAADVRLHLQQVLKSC
MEKK2wt PB1 HTS – raises or lowers MEK5 binding to wildtype human MEKK2 PB1 domain. binding response (% of control), % at 10 µM. bead flow cytometry, Alexa488-MEK5 binding to MEKK2 WT; actives lie on both sides. 290,000 tested, 1.1% active; in the data active means binding response below about 67% or above about 130%
MEKK3 PB1 HTS – raises or lowers MEK5 binding to the human MEKK3 PB1 domain; Q99759; bead-based flow cytometry, Alexa488-MEK5 binding to MEKK3; actives lie on both sides; 0 = blocked by unlabeled MEK5, 100 = vehicle; binding response (% of control), % at 10 µM; 290,000 tested, 1.4% active;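 active means binding response more than 3 SD above or below the average of its plate-row segment, actives on both sides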;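 further: Alexa488 bead fluorescence after subtracting the streptavidin-only scavenger bead signal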
* marks the source's active call; other numbers are inactive results; x = not tested or not shown; & = joins results of further samples.

SMILES	OXTR agonist	NALP1 yeast inh	MEKK2mut PB1 HTS	GalR3 antag	V1R ag counter	GPR7 antag	PHOSPHO1 block	MEKK2wt PB1 HTS	MEKK3 PB1 HTS
OC1(c2ccccc2F)CCN(Cc2nnnn2CCc2ccccc2)CC1	0.6	1	x	-8	1.2	-6	9	x	x
COC(=O)C(Cc1c[nH]c2ccccc12)NC(C)=O (configuration not stated)	0.8	3	11	-3	1.0	-7	-6	102	106
O=C(CSc1ccccn1)Nc1nncs1	0.2	-16	4	-4	-0.8	-7	-1	105	81
CCCCN=C1NN=C(c2ccc3c(c2)OCCO3)CS1	-1.9	11	-3	1	0.6	10	19	93	96
CC1CCCCN1CCCNC(=O)C1CCCN(c2ncnc3c2nc2n3CCCCC2)C1 (configuration not stated)	1.0	22	-9	-4	-0.4	-4	53	96	94
CCOC(=O)N1CCN(C(=O)C2CCN(S(=O)(=O)c3ccc(OCC)cc3)CC2)CC1	-0.9	9	-1	1	-1.1	3	-9	104	101
CNC(=O)NC(=O)C(OC(=O)CCNS(=O)(=O)c1ccccc1)c1ccccc1 (configuration not stated)	0.1	-5	-4	-1	0.0	-10	5	98	100
CCOC(=O)C1(Cc2ccccc2)CCN(Cc2cnn(-c3ccccc3)c2)CC1	7.7	7	17	-1	7.6	-8	37	121	99
Cc1ccc(NC(=O)c2cc3c(CO)cnc(C)c3oc2=Nc2cccc(C(N)=O)c2)cc1	-0.8	4	-1	-5	0.9	-8	38	99	99
CCOC(=O)c1ccc(-n2c(CN3CCC(O)CC3)nc3ccc([N+](=O)[O-])cc3c2=O)cc1	1.1	-7	0	-8	-0.1	-7	4	94	106
O=C(CSc1nnc(-c2ccc(O)cc2)n1-c1ccccc1)CC(=O)Nc1ccccc1	0.4	6	-2	-13	2.5	-6	15	96	99
Cc1cc2c(cc1C)CN(c1ccccc1)C2	-0.5	x	-25	0	-0.7	-8	32	89	89
COCCOC(=O)C1=C(C)NC2=C(C(=O)CC(C)(C)C2)C1c1cccnc1 (configuration not stated)	0.9	33	2	-3	-0.2	-1	7	103	101
O=C(C1CCCN(S(=O)(=O)c2cc(Cl)ccc2Cl)C1)N1CCOCC1 (configuration not stated)	-0.9	8	-1	1	0.8	-14	31	100	102
CCC1Oc2ccccc2N(CC(=O)N2CCOCC2)C1=O (configuration not stated)	1.0	27	0	-8	1.1	-8	31	100	101
CCc1ccc(NC(=O)C2CCN(S(=O)(=O)c3c(C)[nH]c(=O)[nH]c3=O)CC2)cc1	1.2	1	-2	-2	-0.1	0	42	101	101
CCOc1ccc(C(=O)OCc2nnc(-c3cccs3)o2)cc1OC	1.9	6	-11	-5	3.0	-2	-34	70	69
Cc1ccc(S(=O)(=O)N(C)CC(=O)NC2CC(C)(C)NC(C)(C)C2)cc1	-0.2	0	5	-4	0.7	-2	-10	120	112
CCOC(=O)N1CCN(C(=O)c2ccc3c(=O)n(CCC4=CCCCC4)c(=O)[nH]c3c2)CC1	0.3	12	2	-5	0.8	7	26	105	101
CCC(C(=O)N1CCC(C(N)=O)CC1)n1nc(C)n2c(cc3occc32)c1=O (configuration not stated)	0.3	4	2	1	-0.3	3	45	101	100
CCOc1cc(/C=C/C(=O)c2ccc(OC)c(CN3CCOCC3)c2)cc(Br)c1O	14	11	-1	-4	20	1	19	102	102
Cc1ccc(/C=C/C(=O)Nc2ccc(S(=O)(=O)Nc3cc(C)nc(C)n3)cc2)cc1	0.1	-3	-2	-7	0.5	1	28	94	101
COc1cccc(C(=O)Oc2cc(-c3ccccc3)no2)c1	1.2	17	-4	-3	-0.3	-9	32	96	94
CN1CC(C(=O)O)Cc2c1ccc1ccccc21 (configuration not stated)	0.3	8	1	-4	0.4	-11	17	103	105
CCc1ccc(/C(C)=N/NS(=O)(=O)c2ccc(OC)cc2)s1	x	-4	4	-6	x	-17	x	101	102

Following part:
SMILES	OXTR agonist	NALP1 yeast inh	MEKK2mut PB1 HTS	GalR3 antag	V1R ag counter	GPR7 antag	PHOSPHO1 block	MEKK2wt PB1 HTS	MEKK3 PB1 HTS
Cc1nc(-c2ccc(NC(=O)CC(C)C)cc2)cs1	0.3	23	-5	2	0.4	7	-7	98	101
CCOC(=O)c1cnc(SCC(=O)c2ccc3c(c2)OCCO3)nc1N	5.9	11	1	-1	4.8	9	-65	99	101
CCOc1cc(NS(=O)(=O)c2ccc(NC(C)=O)cc2)c(OCC)cc1NC(=O)c1cccs1	1.4	13	-1	-4	2.2	-6	-1	100	100
COc1ccc(N2C(=O)CC(N3CCN(Cc4ccc5c(c4)OCO5)CC3)C2=O)cc1 (configuration not stated)	0.4	4	0	-3	0.8	3	53	110	121
CC1(OC(=O)CCc2ccccc2)C(=O)C=C2C=C(c3ccc(C#N)cc3)N(c3ccccc3)C=C2C1=O (configuration not stated)	-1.5	5	-3	1	-0.5	x	-4	81	80
Cc1ccc(S(=O)(=O)N2CCN(CCNC(=O)C(=O)NCc3ccccc3)CC2)cc1	0.1	10	4	-8	3.0	-5	10	97	101
CCN(CC)S(=O)(=O)c1ccc(Oc2ccccc2OC)cc1	1.7	-1	-1	-3	-0.7	-7	15	101	98
COCCNC(=O)CCN1N=C(c2ccccc2)CCC1=O	0.5	4	8	-14	0.2	-2	46	110	105
CCS(=O)(=O)N1CCN(C(=O)c2cccc(OC)c2)CC1	-0.5	-7	1	-5	0.4	-4	-12	102	99
CCN(CC)C(=O)c1ccc2c(=O)n(Cc3ccc4c(c3)OCO4)c(=S)[nH]c2c1	1.2	-8	6	-5	2.9	0	19	102	108
Cc1nc2ccccc2nc1OCC(=O)NCc1ccc2c(c1)OCO2	-0.4	10	2	1	-0.7	-6	18	107	101
Cc1ccc(NC(=O)Nc2ccc(F)cc2)cc1Cl	7.4	0	1	-5	7.8	28*	34	102	100
Cc1ccc(S(=O)(=O)N(C)CCCC(=O)Nc2ccncc2)cc1	8.0	-25	x	0	10.0	15	-5	x	x
Cc1ccc(NC(=O)C2CCCN2C(=O)Oc2ccccc2)cc1C (configuration not stated)	-2.0	6	2	-5	-0.2	1	11	99	104
Cc1c(C(=O)NCc2c(F)cc(F)cc2F)oc2ccc(S(=O)(=O)N3CCOCC3)cc12	3.3	9	-2	-9	2.7	0	-11	100	100
COc1ccc(C(=O)O)cc1S(=O)(=O)Nc1cccc(C)c1	2.1	x	3	-1	0.9	-8	-11	103	106
CC(=O)NC(NC(C)=O)c1ccc(N(C)C)cc1	0.7	-90	1	-3	0.3	-16	11	98	100
C1CCC2(CC1)C1=C(CCCC1)Nc1nnnn12	0.3	-6	-1	-4	0.2	-11	1	99	103
CC1CCC(C(C)C)C(OC(=O)Cn2c(-c3ccccc3)[n+](C)c3ccccc32)C1 (configuration not stated)	-0.1&-1.9	36&34	-2&1	1&1	0.2&-0.4	86*	0&1	103&109	99&117
Cc1cccc(NC(=O)c2onc3c2CCCC3)n1	-0.9	33	-5	-3	0.4	-2	-6	98	93
COCCCNC(=O)CCCn1c(=O)c2ccccc2n(CC(=O)Nc2c(C)cccc2C)c1=O	-0.7	-12	15	3	-1.1	-2	13	107	109
O=C(Cc1cccs1)NCc1ccc2c(c1)OCO2	0.5	-2	5	-1	0.4	-5	-10	114	110
Cc1ccc2c(NC(=O)c3ccco3)cccc2n1	-0.6	10	3	-3	-0.3	-1	x	99	100
CCCCC(=O)NNC(=S)NC(=O)CCC	0.6	-13	-1	0	1.4	-1	-4	96	95
CCOc1ccc(CCN2C(=O)c3cccnc3C2=O)cc1OCC	-0.6	14	1	-4	0.3	-10	23	95	97

As a short view, part of the list above.
SMILES	OXTR agonist	NALP1 yeast inh	MEKK2mut PB1 HTS	GalR3 antag	V1R ag counter	GPR7 antag	PHOSPHO1 block	MEKK2wt PB1 HTS	MEKK3 PB1 HTS
CC1CCC(C(C)C)C(OC(=O)Cn2c(-c3ccccc3)[n+](C)c3ccccc32)C1 (configuration not stated)	-0.1&-1.9	36&34	-2&1	1&1	0.2&-0.4	86*	0&1	103&109	99&117
Cc1cccc(NC(=O)c2onc3c2CCCC3)n1	-0.9	33	-5	-3	0.4	-2	-6	98	93
COCCCNC(=O)CCCn1c(=O)c2ccccc2n(CC(=O)Nc2c(C)cccc2C)c1=O	-0.7	-12	15	3	-1.1	-2	13	107	109
O=C(Cc1cccs1)NCc1ccc2c(c1)OCO2	0.5	-2	5	-1	0.4	-5	-10	114	110
Cc1ccc2c(NC(=O)c3ccco3)cccc2n1	-0.6	10	3	-3	-0.3	-1	x	99	100

More compounds.
SMILES	OXTR agonist	NALP1 yeast inh	MEKK2mut PB1 HTS	GalR3 antag	V1R ag counter	GPR7 antag	PHOSPHO1 block	MEKK2wt PB1 HTS	MEKK3 PB1 HTS
Cc1ccc(/C(N)=N/OC(=O)c2ccco2)cc1	-0.9	-90	4	-1	0.7	-8	-20	108	104
COc1nc(N(C)S(=O)(=O)c2ccc(C)cc2)nc(C)c1Br	2.8	16	3	4	1.7	-28	8	106	104
CCN(CC)S(=O)(=O)c1ccc(NS(=O)(=O)c2ccc(F)cc2)cc1	0.1	9	9	0	1.0	8	-4	107	106
C=CCNc1cc(N2CCCC2)ccc1[N+](=O)[O-]	-2.2	1	-8	-3	-1.2	-9	20	103	113
O=C1CC(c2cccc(Cl)c2)CC(O)=C1C=Nc1cccc(Cl)c1 (configuration not stated)	-0.6	49	4	-9	0.2	2	-16	89	103
CCS(=O)(=O)Nc1cccc(C(=O)O)c1	1.0	x	-37	x	1.9	-3	37	88	84
O=C(Nc1ccc(F)cc1F)NC1CC1	0.0	14	0	3	-0.1	-26	-40	101	102
CN(C)C(=O)C[n+]1ccc(/C=N/O)cc1	-0.1	20	-5	1	1.6	6	-10	91	90
COc1ccc(Cn2c(=O)[nH]c3cc(C(=O)NCCCN4CCCC4)ccc3c2=O)cc1	0.0	17	x	-2	0.1	-7	26	x	x
C=CCn1c(SCC(=O)N(C)C2CCS(=O)(=O)C2)nc2ccccc2c1=O (configuration not stated)	-1.6	6	-2	-4	0.3	5	38	97	100
O=C(NCCCCC(NC(=O)c1ccc([N+](=O)[O-])cc1)C(=O)O)c1ccc([N+](=O)[O-])cc1 (configuration not stated)	0.4	-12	11	-4	0.8	-5	19	101	100
C/C(=C\C(=O)c1ccccc1)NNc1nc2ccccc2s1	-0.2	14	1	-3	0.4	-4	-50	100	103
CCOc1ccc(NC(=O)c2ccc3c(=O)n(-c4ccc(OC)cc4OC)c(=S)[nH]c3c2)cc1	11	8	-8	-9	9.6	24*	-10	92	98
Cn1c(SCC(=O)c2ccccc2)nnc1-c1ccco1	1.8	27	2	-4	-0.3	0	15	96	101
N#C/C(=C/c1ccc(OCc2ccccc2)cc1)C(=O)NC1CCCCC1	-0.6	40	-2	-1	0.7	-4	29	92	91
COc1ccc(CC(=O)N(Cc2ccccc2)C(C)C)cc1	-2.3	2	18	2	-0.1	-2	29	108	104
CCn1c(Cn2nnc(-c3ccccc3)n2)nnc1SCC(=O)Nc1cccc(C)c1C	4.4	3	4	-2	5.8	7	-1	103	110
CC(C)n1c(SCC(=O)NC2CC2)nnc1-c1ccco1	0.3	-1	2	2	0.8	-8	66*	100	98
Cc1ccc(NC(=O)C2COc3ccccc3O2)nc1 (configuration not stated)	-1.9	8	4	0	-0.7	-1	2	103	107
Cc1ccnc(SCC(=O)Nc2cc(C)on2)n1	-0.1	-6	4	1	0.2	-14	47	104	102
COc1ccc(CN(C(C)=O)c2ccccc2C(=O)O)cc1	-0.2	-8	-15	-7	0.2	1	-11	95	90
Cc1[nH]c2ccc(C(=O)O)cc2c1C	-0.2	24	-1	-3	0.2	6	8	99	95
CCC1CCCCN1S(=O)(=O)c1ccc(C(=O)Nc2nnc(-c3ccccc3Cl)o2)cc1 (configuration not stated)	-0.7	2	5	x	0.2	-10	-5	111	106
